L929 necroptosis: L929 zVAD cell death inhibition; actives 0.38% (n = 220,000); viability rescue, % at 10 µM; L929 zVAD necroptosis rescue, ATP luminescence, 24 h; with zVAD 60 µM;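 active = activation, scaled between plate controls, above about 75%, limit read from the data; inactive = activation under that limit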;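 note: 0% = zVAD with DMSO and 100% = DMSO alone without zVAD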
Hck-Nef inh: blocks Nef-activated human Hck kinase; P08631; actives 0.68% (n = 220,000); AID 463187; inhibition, % at 20 µM; Recombinant Hck-YEEI plus Nef, Z-Lyte FRET kinase assay;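 active = Hck-Nef kinase inhibition above about 50%, limit read from the data; inactive = inhibition below that limit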;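 note: 0% = DMSO with Hck plus Nef and 100% = Hck alone without Nef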
TbHK1 inh: blocks Trypanosoma brucei hexokinase 1 activity; actives 0.11% (n = 220,000); recombinant TbHK1, G6PDH-coupled NADH A340; inhibition, % at 10 µM; AID 1430;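 active = inhibition of 50% or more in the single-dose primary screen; inactive = inhibition below 50%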
Rad51 HR inh: Rad51 (human) homologous recombination inhibition; Q06609; hRad51 DNA strand exchange, fluorescence dequenching; inhibition, % at 10 µM; actives 0.085% (n = 200,000); AID 1385;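 active = inhibition above 40% at the single screening dose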;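 note: 0% = DMSO control wells and 100% = blanks with heterologous ssDNA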
Target sequence (Q06609 whole entry, looked up): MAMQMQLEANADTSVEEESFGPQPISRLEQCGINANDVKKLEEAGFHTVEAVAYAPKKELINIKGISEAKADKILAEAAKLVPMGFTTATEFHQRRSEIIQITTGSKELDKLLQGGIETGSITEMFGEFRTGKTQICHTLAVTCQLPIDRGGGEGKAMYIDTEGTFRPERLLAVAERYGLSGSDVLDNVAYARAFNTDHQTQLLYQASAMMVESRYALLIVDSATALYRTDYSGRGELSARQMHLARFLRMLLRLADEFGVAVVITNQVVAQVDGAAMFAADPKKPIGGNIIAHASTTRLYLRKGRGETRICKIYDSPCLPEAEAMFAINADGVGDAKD
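Test system: preformed human Rad51 ssDNA filaments; also added: Donor/quencher-labelled 47-bp dsDNA substrate; doses: 10 µM final, single point; times: 37 °C 15-min filament assembly, 30-min compound preincubation, 15-min exchange; detection: FRET fluorescence dequenching, excitation 485 nm, emission 520 nm; read-out basis: Fluorescence-based percent inhibition, control- and blank-normalised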
m-calpain inh: blocks pig calpain II enzyme activity. purified calpain II, fluorogenic peptide substrate, 30 min. inhibition, % at 16 µM. actives 0.37% (n = 220,000);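 active = inhibition above about 50%, limit read from the data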
14-3-3 Bad PPI: disrupts binding of bovine 14-3-3 zeta to phospho-Bad peptide | AID 781 | inhibition, % at 21.7 µM | actives 0.71% (n = 220,000) | TR-FRET 14-3-3zeta/Dy647-pBad peptide displacement, 1 h;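 active = inhibition above about 70%, limit read from the data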;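 note: 0% = full 14-3-3 plus peptide FRET controls and 100% = background without 14-3-3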
Target sequence (P63103 whole entry, looked up): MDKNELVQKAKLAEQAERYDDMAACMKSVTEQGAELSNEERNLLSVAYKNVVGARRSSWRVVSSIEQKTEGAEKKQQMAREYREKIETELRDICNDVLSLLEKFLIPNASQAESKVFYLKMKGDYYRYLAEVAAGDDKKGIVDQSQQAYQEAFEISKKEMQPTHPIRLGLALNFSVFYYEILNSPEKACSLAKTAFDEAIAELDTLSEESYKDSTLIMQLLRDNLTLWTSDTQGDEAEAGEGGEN
EP2 modulator: modulates human prostaglandin E2 receptor EP2 signaling; actives 0.83% (n = 260,000); P43116; induction, % at 25 µM; EP2-expressing cells, cAMP HTRF FRET, PGE2 co-stimulation;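 active = compounds whose cAMP rise, as percent of the full-agonist control response, exceeds 60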;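 note: rat C6 glioma line stably carrying human EP2 under a CMV promoter; the protocol text gives 20 µM as final concentration; 100% = response of wells given 1 µM PGE2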
Target sequence (P43116 whole entry, looked up): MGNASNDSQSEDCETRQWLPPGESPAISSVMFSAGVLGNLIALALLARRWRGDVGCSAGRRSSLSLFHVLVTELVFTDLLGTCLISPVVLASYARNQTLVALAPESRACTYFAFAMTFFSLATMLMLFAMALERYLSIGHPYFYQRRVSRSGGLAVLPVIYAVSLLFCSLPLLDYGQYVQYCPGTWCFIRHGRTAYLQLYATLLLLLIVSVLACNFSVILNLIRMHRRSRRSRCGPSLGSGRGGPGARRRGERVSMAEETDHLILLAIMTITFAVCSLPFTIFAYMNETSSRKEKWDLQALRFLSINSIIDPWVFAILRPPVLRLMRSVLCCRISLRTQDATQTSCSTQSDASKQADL
eIF4E-4G inh: blocks eIF4E binding to eIF4G; actives 0.37% (n = 220,000); inhibition, % at 21.7 µM; TR-FRET eIF4E-eIF4GI(517-606) binding, 2 h; AID 782; P63073+Q04637;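 active = inhibition above about 30%, limit read from the data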;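 note: 0% = full FRET control wells and 100% = background wells lacking eIF4GI fragment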
EP2 antag: EP2 receptor (human) inhibition. C6 glioma cells expressing human EP2, cAMP TR-FRET; cells stimulated with saturating PGE2. actives 0.52% (n = 260,000). AID 1422. inhibition, % at 25 µM. P43116;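 active = percent inhibition above 40 after rounding to a whole number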;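 note: rat C6 glioma host cells with rolipram phosphodiesterase inhibitor present; the protocol text gives 20 µM as final concentration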
An asterisk follows results filed as active; i = inactive; / = no result given; & = joins results of further samples; [ ] = remark or other dose. Not all compounds are listed; the hit share may differ from the screen's.

SMILES	L929 necroptosis	Hck-Nef inh	TbHK1 inh	Rad51 HR inh	m-calpain inh	14-3-3 Bad PPI	EP2 modulator	eIF4E-4G inh	EP2 antag
Nc1nc(NC(=O)c2cccs2)nn1-c1ccccc1	0.8	-14	-1	0	-16	82*	-15	5	5
COC(=O)c1ccc(NC(=O)C2C3C=CC(O3)C2C(=O)O)cc1 (stereo not drawn)	0.3	0	-6	-2	-15	-1[fluorescence artefact?]	7	2[fluorescence artefact?]	8
Cc1cc(N2C(=O)CCC2=O)n(-c2ccccc2)n1	-0.1	0	-9	0	-41	5	23	3	4
CN(C)S(=O)(=O)N1CCN(S(=O)(=O)c2ccccc2)CC1	0.7	-1	-4	-6	27	-2	2&-4	-1	7&10
CCCC(O)(CCN1CCOCC1)c1ccc(Cl)cc1 (stereo not drawn)	-0.9	4	-9	8	24	5	-2	0	7
COc1ccc(C2c3c(-c4ccccc4)n[nH]c3C(=O)N2c2ccc(C(=O)O)cc2)cc1 (stereo not drawn)	0.0	-13	-4	-3	16	-2	1	-2	8
O=C(COn1nnc2ccccc21)NCC1CCCCC1	-0.4	1	1	0	-20	3	4	-5	15
C/C(=N\NC(=O)c1cccc(S(=O)(=O)N2CCCC2)c1)c1cccs1	2.5	21	-4	15	4	-13	-17	2	4
O=C(N1CCN(c2ccccc2F)CC1)C1(c2cccs2)CCOCC1	0.1	4	-4	-5	12	16[fluorescence artefact?]	-3	2[fluorescence artefact?]	12
Cc1nc(-c2ccccc2)nc2[nH]c(-c3ccccc3)cc(=O)c12	-0.6	1	-7	10	-1	-1[fluorescence artefact?]	2	6[fluorescence artefact?]	7
O=C(c1ccc(Cl)cc1)c1c[nH]c(C(=O)NNc2cccc(Cl)n2)c1	8.8	20	-5	4	-28	-17	-77	-1	5
Cc1cc(C)nc(NS(=O)(=O)c2ccc(N3C(=O)c4ccccc4C3=O)cc2)n1	0.1	0	12	-9	23	12	24	-3	6
O=C(CN1C(=O)C2C3C=CC(C3)C2C1=O)Nc1ccc2nccnc2c1 (stereo not drawn)	-1.1	0	-15	3	-238	3	1	1	12
CC(C)CCNc1nc2ccccc2nc1NS(=O)(=O)c1cccs1	0.6	17	-26	/	-11	1	-8	0	7
CCOC(=O)c1ccc(-c2ccc(/C=N/NC(=O)c3cncc(Br)c3)o2)cc1	1.3	9	-23	-13	-33	1	-52	0	14
CSc1ccc(C(=O)NCC(=O)O)cc1[N+](=O)[O-]	0.9	1	-14	4	-16	-2	16	-1	17
C/C(=C\c1ccccc1)C(=O)NC1CCSC1=O (stereo not drawn)	0.6	1	8	10	6	0	-18	1	9
Cn1nc(C(F)(F)F)c(/C=N/OC(=O)c2ccccc2Cl)c1SCc1ccccc1Cl	26	0	14	-43	-10	2	34	4	1
CNC(=O)COC(=O)c1ccc(OCC(=O)Nc2ccccc2OC)c(OC)c1	0.8	20	6	3	14	3	-26	2	6
O=C(c1ccccc1F)N1CCN(c2ccc([N+](=O)[O-])c(NCc3cccnc3)c2)CC1	0.3	6	-18	15	-2	2	-6	5	4

Taken from the listing for reference:
SMILES	L929 necroptosis	Hck-Nef inh	TbHK1 inh	Rad51 HR inh	m-calpain inh	14-3-3 Bad PPI	EP2 modulator	eIF4E-4G inh	EP2 antag
Nc1nc(NC(=O)c2cccs2)nn1-c1ccccc1	0.8	-14	-1	0	-16	82*	-15	5	5
COC(=O)c1ccc(NC(=O)C2C3C=CC(O3)C2C(=O)O)cc1 (stereo not drawn)	0.3	0	-6	-2	-15	-1[fluorescence artefact?]	7	2[fluorescence artefact?]	8
Cc1cc(N2C(=O)CCC2=O)n(-c2ccccc2)n1	-0.1	0	-9	0	-41	5	23	3	4
CN(C)S(=O)(=O)N1CCN(S(=O)(=O)c2ccccc2)CC1	0.7	-1	-4	-6	27	-2	2&-4	-1	7&10
CCCC(O)(CCN1CCOCC1)c1ccc(Cl)cc1 (stereo not drawn)	-0.9	4	-9	8	24	5	-2	0	7
COc1ccc(C2c3c(-c4ccccc4)n[nH]c3C(=O)N2c2ccc(C(=O)O)cc2)cc1 (stereo not drawn)	0.0	-13	-4	-3	16	-2	1	-2	8
O=C(COn1nnc2ccccc21)NCC1CCCCC1	-0.4	1	1	0	-20	3	4	-5	15
C/C(=N\NC(=O)c1cccc(S(=O)(=O)N2CCCC2)c1)c1cccs1	2.5	21	-4	15	4	-13	-17	2	4
O=C(N1CCN(c2ccccc2F)CC1)C1(c2cccs2)CCOCC1	0.1	4	-4	-5	12	16[fluorescence artefact?]	-3	2[fluorescence artefact?]	12
Cc1nc(-c2ccccc2)nc2[nH]c(-c3ccccc3)cc(=O)c12	-0.6	1	-7	10	-1	-1[fluorescence artefact?]	2	6[fluorescence artefact?]	7

(listing goes on)
SMILES	L929 necroptosis	Hck-Nef inh	TbHK1 inh	Rad51 HR inh	m-calpain inh	14-3-3 Bad PPI	EP2 modulator	eIF4E-4G inh	EP2 antag
COc1ccc(-c2cc3ccc(OCc4nn[nH]n4)cc3oc2=O)cc1	1.4	9	-36	-1	-395	12	3	-1[fluorescence artefact?]	2
CCOC(=O)C(=Cc1ccc(OCc2ccc([N+](=O)[O-])cc2)c(OC)c1)C(=O)OCC	0.4	-2	7	-10	-7	2	-6	-5	19
CN(CCOC(=O)c1cccc(F)c1)Cc1ccccc1	1.3	4	-1	/	24	-12	15	1	11
O=C(Oc1ccc(C(=S)N2CCCCC2)cc1)c1ccccc1	-0.3	21	-7	6	2	-6	-91	0	7
O=[N+]([O-])c1ccc(Sc2n[nH]c(-c3ccccc3)n2)nc1	0.8	1	-23	0	16	-5	8	-5	7
COc1cccc(CNC(=O)CCS(=O)(=O)c2cccc3nsnc23)c1	-0.1	1	-8	/	16	0	-13	-3	/
C=C1c2ccccc2S(=O)(=O)N(Cc2ccccc2)C1COCc1ccccc1 (stereo not drawn)	0.6	30	3	-10	2	0	30	-2	4
COc1nn(CC(=O)N2N=C(C)CC2(O)C(F)(F)F)cc1[N+](=O)[O-] (stereo not drawn)	0.6	6	-5	-4	-13	-10	20	0	5
O=C(NCCN1CCCC1)C1CC(=O)N(C2CCCCC2)C1 (stereo not drawn)	1.1	2	-5	-3	14	8	8	-1	13
COc1cc2c(cc1NC(=O)C(C)Sc1cccc[n+]1[O-])oc1ccccc12 (stereo not drawn)	2.5	4	-10	-5	-9	-11	-6	-4	5
CCOC(=O)C1CCN(C(=O)c2cc3cc4cc(OC)ccc4nc3o2)CC1	1.0	5	34	1	i	/	-57	/	12
CCOC(=O)Cn1c(=O)oc2cc(S(=O)(=O)NCCC(C)C)ccc21	0.6	8	5	-2	13	-2	20	0	13
Cc1sc2nc(CN(C(=O)NC3CCCCC3)C3CCCC3)[nH]c(=O)c2c1C	0.0	6	2	4	-4	-8	28	-1[fluorescence artefact?]	23
CC(C)N(Cc1cc2ccccc2[nH]c1=O)C(=O)c1cccc([N+](=O)[O-])c1	-0.6	12	-16	/	-16	5	-2	2	8
CCOC(=O)N1CCN(C(=O)c2ccc(Cl)c(S(=O)(=O)Nc3ccccc3)c2)CC1	-0.3	-1	-9	7	5	-4	19	-5[fluorescence artefact?]	9
CCCc1nnc(SCC(=O)N2CCCC(C)C2)n1CCCOC (stereo not drawn)	0.1	-1	3	-8	27	14[fluorescence artefact?]	0	8[fluorescence artefact?]	16
CCC12CN3CCN(CC(C3)/C1=N\NC(=O)c1ccc(C(C)(C)C)cc1)C2	0.7	4	21	/	-10	-30	8	-3	4
CC(C)Cn1c2c(c(=O)[nH]c1=O)C(C(F)(F)F)(C(F)(F)F)N=C(CCC1CCCCC1)N2	1.4	2	22	-2	-35	-7	-39	4	8
Cc1nn(-c2ccc(Cl)c(Cl)c2Cl)c(=O)c2ccccc12	-0.3	-20	28	8	49	-11	9	8	10
CC(=O)N1N=C2c3ccccc3CCC2C1c1ccc(F)cc1 (stereo not drawn)	-0.8	11	-16	14	-1	-11	-7	-10	19

The list continues:
SMILES	L929 necroptosis	Hck-Nef inh	TbHK1 inh	Rad51 HR inh	m-calpain inh	14-3-3 Bad PPI	EP2 modulator	eIF4E-4G inh	EP2 antag
COc1ccc(CC(=O)Nc2cc(C)ccn2)cc1	0.7	-1	2	2	5	5	6	3[fluorescence artefact?]	2
Cc1ccc(NC(=O)Cn2cc(S(=O)(=O)c3ccc(C)cc3)c(=O)c3cc(F)ccc32)cc1	/	-2	-5	/	-17	-4	27	8[fluorescence artefact?]	5
Cc1ccc(CSCCNC(=O)CN(c2ccccc2)S(C)(=O)=O)cc1	0.8	-6	1	2	-14	-13	5	-2	10
CCS(=O)(=O)N1CCC(C(=O)NCCc2ccccc2)CC1	-0.1	-1	-2	-8	-2	-14	6	-11	2
Cc1ccccc1/C=N/NC(=O)Cc1ccc(Cl)cc1	-0.1	-1	1	7	4	-3	-42	-3	4
CCC(=O)N1N=C(c2ccc(NS(C)(=O)=O)cc2)CC1c1ccc(C)cc1 (stereo not drawn)	-0.8	3	-36	1	-475	8	-7	2	5
CCOc1cc(S(=O)(=O)N2CCC(c3nc4ccccc4s3)CC2)c(OCC)cc1S(=O)(=O)N1CCCCC1	-0.6	1	2	-9	0	1[fluorescence artefact?]	20	-10	/
C/C(N)=C(/C#N)C(=O)COC(=O)CSc1ccc2ccccc2c1	-0.2	2	-5	0	-6	-10[fluorescence artefact?]	21	-6	4
CCOc1ccc(C(=O)c2ccc([N+](=O)[O-])cc2Cl)cc1	-1.8	21	-7	-6	27	0	-68	1	6
CC(OC(=O)C(NC(=O)c1ccco1)C(C)C)C(=O)Nc1ncc(Cl)cc1Cl (stereo not drawn)	0.4	2	-6	1	-13	1[fluorescence artefact?]	6	2[fluorescence artefact?]	10
CN(C)CCCOC(=O)c1ccc(Cl)cc1	0.4	-2	4	/	20	-6	-13	-3	/

Screens deposited in PubChem by several laboratories.
